AMA1-RON2 inh: disrupts binding of P. falciparum AMA1 to RON2 | AlphaScreen AMA1-biotinylated RON2 peptide binding | Potency, µM (top dose mostly 58.2 µM), for inactives: top-dose activity change, negative = inhibition, hits mostly inhibitors | 360,000 tested, 0.2% active | AID 720542;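 also: potency is read from the fitted curve at half-maximal effect; 0% = vehicle wells and -100% = peptide control; nearly all actives have a fitted effect of over 45% in size; some results filed as inactive show a strong effect at the top dose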
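AMA1 (3D7) with his tag at 25 nM final met compounds first, then biotinylated RON2 peptide at 25 nM; detection used donor plus acceptor beads, 10 µg/mL apiece, read by AlphaScreen after 30 min at room temperature.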
Tb PYK inh: inhibitors of Trypanosoma brucei pyruvate kinase. Q57TT1. TbPYK enzyme, Kinase-Glo Plus ATP luminescence, 45 min. Potency, µM (titrated, usually from 76.8 µM), inactives show at the top dose activity, negative = inhibition, most hits filed as inhibitors. 410,000 tested, 0.12% active. AID 624173; also: potency is read from the fitted curve at half-maximal effect; % is scaled to controls: 0 for no effect and ±100 for the full control effect; nearly all actives have a fitted effect of over 50% in size
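Screened from lowest to highest concentration, compounds were pinned into TbPYK/substrate mixtures, and ADP (130 uM final) was added. Plates sat at room temperature for 45 min prior to Kinase-Glo Plus detection by luminescence.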
Shiga inhibitor: blocks Shiga toxin action in Vero cells | Vero cells, Shiga toxin protein synthesis inhibition reporter | inhibition, % at 38.7 µM | 290,000 tested, 9.2% active | AID 2315; in the data active = inhibition mostly above about 28%, no sharp cut-off; inactive = mostly below about 43%; also: 0% is about no effect
Pf growth 96h: inhibits malaria parasite growth, 96 h | P. falciparum luciferase reporter growth, 96 h | Potency, µM (top dose mostly 28.7 µM), for inactives: at the highest dose activity change, negative = inhibition, actives largely listed as inhibitors | 320,000 tested, 6.9% active; also: potency is read from the fitted curve at half-maximal effect; % is scaled to controls: 0 for no effect and ±100 for the full control effect
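Compounds incubated with erythrocytes infected by luciferase-expressing P. falciparum (2% hematocrit, 0.05% parasitemia final) for 96 hours, 37 C in 5% CO2. Growth inhibition scored as decreased luciferase luminescence.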
LmPK inhibitor: inhibitors of Leishmania mexicana pyruvate kinase; Q27686; Potency, µM (top dose mostly 57.5 µM), inactives show top-dose activity change, negative = inhibition, hits mostly inhibitors; AID 1721; 290,000 tested, 0.37% active; purified LmPK, Kinase-Glo ATP luminescence, 1 h; also: potency is read from the fitted curve at half-maximal effect; % is scaled to controls: 0 for no effect and ±100 for the full control effect
Target sequence (Q27686 whole entry, looked up): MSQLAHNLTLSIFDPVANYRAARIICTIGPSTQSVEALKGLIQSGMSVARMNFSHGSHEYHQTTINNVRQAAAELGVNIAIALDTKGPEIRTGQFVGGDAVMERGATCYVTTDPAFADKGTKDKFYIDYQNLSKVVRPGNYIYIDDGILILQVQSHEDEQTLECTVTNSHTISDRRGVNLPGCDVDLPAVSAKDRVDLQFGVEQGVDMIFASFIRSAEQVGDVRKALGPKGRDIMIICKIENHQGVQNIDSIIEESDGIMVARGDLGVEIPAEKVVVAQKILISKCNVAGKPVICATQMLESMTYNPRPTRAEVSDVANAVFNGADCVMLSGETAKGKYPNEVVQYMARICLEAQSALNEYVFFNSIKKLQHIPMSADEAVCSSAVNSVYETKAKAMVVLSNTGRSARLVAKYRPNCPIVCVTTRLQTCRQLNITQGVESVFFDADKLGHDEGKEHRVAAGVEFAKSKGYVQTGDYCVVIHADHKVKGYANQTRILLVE
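In 50 mM imidazole pH 7.2 with 7 mM MgCl2, LmPK (0.1 nM) turned over PEP (0.5 mM) and ADP (0.1 mM) for 1 h at room temperature. Luciferase read-out of ATP.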
Pf growth 48h: P. falciparum growth inhibition at 48 hours (one generation); AID 504832; Potency, µM (doses to about 28.7 µM), for the others: at the top dose activity change, negative = inhibition, usual class: inhibitors; 310,000 tested, 5.9% active; P. falciparum luciferase growth in erythrocytes, 48 h; also: potency is read from the fitted curve at half-maximal effect; % is scaled to controls: 0 for no effect and ±100 for the full control effect
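Compounds are pin-transferred into medium, infected erythrocytes (2% hematocrit, 0.1% parasitemia final) are added, and plates sit one parasite generation at 37 C in 5% CO2. Detection reagent is then added and luminescence measured.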
Cycloheximide cs: affects cycloheximide protein synthesis inhibition readout, counter-screen. cell reporter, cycloheximide protein synthesis inhibition counterscreen. max response, %. 300,000 tested, 12% active; in the data active = max response mostly above about 13%, no sharp cut-off; inactive = mostly below about 14%; also: read at 38.3 µM for the half of the compounds with a filed dose; 0% is about no effect
* hit, by the source's call; ? = inconclusive; / = no result given; + = active, no number; [ ] = another dose, or the depositor's remark. Unless noted, calls follow the shape of the dose curve; as a rule, active = well fitted curve in the direction sought with a large enough effect; inconclusive = small, poorly fitted or top-dose-only effect, or another doubt; inactive = no such curve, though single readings can be large; an effect the other way counts as inactive or inconclusive.

SMILES	AMA1-RON2 inh	Tb PYK inh	Shiga inhibitor	Pf growth 96h	LmPK inhibitor	Pf growth 48h	Cycloheximide cs
S=C(N=Nc1ccccc1)NNc1ccccc1	?	-7.2%	121.7*	44.0%[activator]	-0.3%	136.4%[activator]	53.8*
CSc1ccc(CCNC(=O)CCc2nnc3ccc(N4CCCC4)nn23)cc1	-2.3%	1.2%	-2.1	9.28µM*	-0.4%	?	-2.0
Cc1ccc(CN2C(=O)C(Cc3ccccc3)Nc3ncnc(N4CCN(c5ccccc5)CC4)c32)cc1 (centres undefined)	-1.2%	0.9%	/	4.65µM*	/	1.85µM*	/
Cc1ccc2[nH]c(C)c(CCNC(=O)c3c(N)no[n+]3[O-])c2c1	-7.7%	2.3%	-5.6	25.8%	2.7%	17.9%	0.8
CCOC(=O)C1CCN(c2cc3c(cc2NC(=O)c2ccccc2OCC)n(C)c(=O)n3C)CC1	10.8%	6.7%	-10.0	-9.8%	6.5%	?	6.0
Cc1ccc(S(=O)(=O)N2CCCC(c3nc(-c4ccc(C)o4)no3)C2)cc1 (centres undefined)	-13.6%	-24.5%	2.7	/	3.2%	-3.3%	3.6
CC(=O)Nc1cccc(/C(C)=N/NC(=O)c2cccc(S(=O)(=O)N3CCOCC3)c2)c1	3.9%	-1.4%	14.1	11.7µM*	0.5%	-1.9%	-1.0
CCCCCOc1ccc(C(=O)OCC(=O)Nc2cc(C)on2)cc1	-14.3%	0.6%	/	32.2%[activator]	/	?	/
COc1ccc(Cn2nnnc2CN2CCN(c3ccc(OC)cc3)CC2)cc1	-23.9%	-1.0%	-12.8	53.9%[activator]	3.7%	-2.3%	-3.0
COc1ccc(CN2CCC(n3nccc3NC(=O)C3CCCC3)CC2)cc1	-13.3%	0.1%	-7.4	23.4%	-0.5%	?	1.9
CCOC(=O)c1ccc(N2CSC3=C(C#N)C(c4cccs4)CC(=O)N3C2)cc1 (centres undefined)	33.4%[activator]	?	-2.1	-5.9%	2.3%	/	1.9
Fc1ccccc1N1CCN(Cc2nc(-c3ccccc3)no2)CC1	17.2%	1.6%	37.8	/	4.8%	-7.0%	-1.8
N#Cc1c(N(CC(=O)O)CC(=O)O)sc(C(=O)O)c1CC(=O)O	/	8.8%	/	-13.0%	/	-1.1%	/
CCc1cc2c(SCc3nc4sc(C(C)=O)c(C)c4c(=O)[nH]3)ncnc2s1	45.8%[activator]	-19.0%	-6.9	?	1.1%	?	-1.8
Cc1ccc(NC(=S)NNC(=O)c2ccccc2OC(F)F)cc1	67.2%[activator]	-21.3%	-20.2	?	3.5%	12.4%	-6.3
COc1ccc(NC(=S)NC(NC(=O)C(C)C)C(Cl)(Cl)Cl)c([N+](=O)[O-])c1 (centres undefined)	-12.4%	-21.1%	-2.7	50.4%[activator]	2.7%	2.62µM*	5.4
CCN(CC)CCC(=O)Nc1ccc2c(c1)N(C(=O)CN(CC)CC)c1ccccc1CC2	-9.5%	-4.6%	42.3	?	1.2%	10.4µM*	1.4
COC(=O)c1ccc(NC(=O)c2cccc(NC(=O)c3ccco3)c2)cc1	7.8%	-3.2%	-11.2	?	3.7%	-14.8%	-2.2
Cc1cccc(N(Cc2ccccc2)C(=O)c2cccc(S(=O)(=O)N3CC(C)OC(C)C3)c2)c1 (centres undefined)	-7.2%	1.5%	/	?	/	13.1µM*	/
O=C(O)CCCn1c(=S)[nH]c2c(sc3ccc([N+](=O)[O-])cc32)c1=O	27.5%	20µM*	-2.8	171.5%[activator]	?	-23.7%	-1.6
O=c1[nH]c(C2CCN(S(=O)(=O)c3ccc4c(c3)OCCO4)CC2)nc2c1nnn2Cc1cccc(F)c1	-17.4%	-2.9%	21.1	-4.5%	-0.3%	?	0.8
Cc1ccc(C(=O)CN2C(=O)NC3(CCc4ccccc43)C2=O)s1 (centres undefined)	-11.0%	2.6%	/	?	/	?	/
Cc1ccc(NC(=O)C2CCCN(S(=O)(=O)c3cccnc3)C2)cc1C (centres undefined)	6.7%	-1.3%	9.2	?	0.9%	-24.9%	4.9
COc1ccc(CCn2c(C)cc(C(=O)CN3C(=O)C(=O)N(Cc4ccco4)C3=O)c2C)cc1	-4.3%	0.7%	/	?	/	?	/
Cc1cc(C(=O)Nc2ccc(C)c(S(=O)(=O)N3CCOCC3)c2)c(C)o1	-11.8%	-0.8%	16.0	31.2%[activator]	4.8%	?	9.7
COc1ccc(NC(=O)c2cccc3c(Br)cccc23)cc1	-1.8%	8.6%	22.5	208.4%[activator]	0.6%	9.0%	1.5
COC(=O)C1=C(C)N(C)C(C)=C(C(=O)OC)C1c1ccncc1	2.1%	2.5%	28.0	-0.4%	-0.1%	-10.4%	-1.9
N/C(CCS(=O)(=O)c1ccc(Cl)cc1)=N\OC(=O)c1ccc(Cl)cc1	-3.3%	1.2%	-7.0	?	-1.9%	?	-2.2
CC1=NN(c2ccccc2)C(=O)C1=C(C)C	-9.5%	1.0%	26.8	-4.3%	0.1%	-8.6%	4.3
CCCCCCCCSc1nnc(/N=C/N(C)C)s1	1.9%	1.7%	-4.9	22.3%	-1.6%	23.0%	-2.4
COc1ccc(-c2n(-c3ccccn3)c3ccccc3[n+]2-c2ccccn2)cc1	-0.5%	6.4%	22.2	4.15µM*	-0.1%	10.4µM*	4.4
Cc1cc(Br)ccc1N1C(=O)CC(=O)NC1=O	-9.2%	2.3%	-11.2	-0.7%	5.4%	4.5%	-3.4
O=c1cc(O)nc(SCc2ccccc2Cl)[nH]1	-4.9%	0.3%	-11.3	7.3%	4.3%	10.4%	-1.5
CCn1c(SCC(=O)N2CCN(c3cccc(Cl)c3)CC2)nc2ccccc2c1=O	?	-4.0%	-8.0	15.7%	2.5%	10.4%	-3.0
CSc1c2c(nc3ncnn13)CCC2	2.3%	-0.7%	-6.7	9.28µM*	6.1%	?	-4.1
COc1cccc(CNC(=O)c2ccc(S(=O)(=O)N3CCOCC3)cc2)c1	12.3%	1.4%	/	-16.3%	/	?	/
CCOC(=O)C(C)(C)Sc1nc2c(cnn2-c2ccc(F)cc2)c(=O)[nH]1	-13.4%	6.3%	-3.9	34.2%[activator]	2.7%	-1.7%	-1.7
COc1cccc(N/C(N)=N/c2nc(C(F)(F)F)cc(C(F)(F)F)n2)c1	-1.3%	7.3%	16.3	17.6%	-0.9%	?	3.4
CC(=O)c1ccc(S(=O)(=O)N(Cc2cc3cc4c(cc3[nH]c2=O)OCCO4)CC2CCCO2)cc1 (centres undefined)	-3.6%	-0.5%	92.7*	-13.8%	-0.5%	73.7%[activator]	37.3*
COc1ccc(NC(=O)C(=O)NCC2CCCN2S(=O)(=O)c2cc(C)ccc2C)cc1 (centres undefined)	4.0%	-4.3%	/	?	/	?	/
CCC(C)c1ccc(NC(=S)N2CCN(C(=O)C3CCCO3)CC2)cc1 (centres undefined)	6.3%	-0.5%	-2.7	6.8%	-3.6%	-1.5%	0.9
CC(C)c1cc(C(=O)Nc2cccc(Cl)c2)no1	48.0%[activator]	-0.6%	82.3*	?	?	-12.0%	30.0*
CC(=O)N1CCOc2ccc(S(=O)(=O)NCCc3ccc(C)cc3)cc21	-3.5%	0.5%	-5.1	15.5%	1.7%	17.5%	-1.0
O=[N+]([O-])c1ccc2nc(C3CCCCC3)[nH]c2c1	-10.8%	-1.8%	46.0*	?	2.2%	40.7%[activator]	18.2*
CCOc1ccccc1NC(=S)N(CCN(C)C)C(C)c1ccncc1 (centres undefined)	-0.8%	-0.4%	-7.4	-11.4%	5.1%	-10.4%	3.3
Cc1ccc2nc(-c3cccc(S(=O)(=O)N(C)C)c3)cn2c1	2.3%	3.4%	+	35.1%[activator]	-0.3%	-2.9%	53.9*
Cc1cc2c(cc1C)C(c1ccsc1)CC(=O)N2 (centres undefined)	9.4%	-2.3%	-9.1	4.65µM*	-23.8%	94.7%[activator]	1.0
CCc1nnc(NC(=O)C2CCN(c3nccc(C)n3)CC2)s1	-8.9%	3.0%	-20.5	-2.2%[5.75 µM]	-7.3%	2.1%	1.6
CC(O)CSc1nc2c(c(=O)[nH]c(=O)n2C)n1CC(O)COc1ccccc1 (centres undefined)	3.3%	-5.8%	-10.5	32.6%[activator]	-1.0%	4.5%	-5.3
CC(C)c1cc(C(=O)O)n[nH]1	-15.2%	0.6%	15.7	/	-1.0%	-0.1%	10.8
Cc1ccc(NC(=O)/C=C/C(=O)O)c(NC(=O)c2ccccc2)c1	-2.5%	-8.3%	-2.3	16.5%	2.9%	21.7%	-0.7
Cc1csc(CN(C)C(=O)C2CCC(=O)N(CCCc3ccccc3)C2)n1 (centres undefined)	1.0%	4.5%	-12.0	?	-0.4%	3.7%	-1.9
COC(=O)c1c(NC(=O)CSc2nnc(Cn3nnc4ccccc43)n2C)sc(C)c1C	0.0%	0.6%	48.7	7.38µM*	4.8%	-23.3%	1.0
CCOc1ccc2oc(C(=O)NC3CC(C)(C)NC(C)(C)C3)c(C)c2c1	-3.7%	-4.8%	5.9	0.0%	5.7%	0.0%	-0.7
Cn1c(CCNC(=O)c2ccco2)nc2ccccc21	-18.2%	0.0%	/	?	/	26.4%	/
O=C(NC1CCSc2ccccc21)c1cccc(S(=O)(=O)N2CCOCC2)c1 (centres undefined)	-4.5%	5.7%	/	15.3%	/	-11.8%	/
Cc1ccc(CNC(=O)C2CCC(=O)N2C(C)C)cc1 (centres undefined)	11.5%	-0.5%	-3.7	?	-0.6%	12.8%	-2.4
O=C(CNC(=O)c1nc[nH]c1C(=O)N1CCc2ccccc2C1)OCc1ccccc1	90.2%[activator]	-19.8%	-8.6	-9.0%	-8.3%	-8.4%	-0.8
Cc1ccc(C2=NO[C@@](CC(=O)O)(C(=O)Nc3ccc4c(c3)OCCO4)C2)cc1	6.5%	-6.0%	117.4*	8.0%	-0.8%	32.0%[activator]	128.9*
COc1ccc(OCCCC(=O)Nc2cccc([N+](=O)[O-])c2)cc1	-1.5%	0.5%	0.7	232.3%[activator]	-1.3%	5.0%	-3.1

From PubChem BioAssay
